Source: PubChem BioAssay (several laboratories)
RORa activator – RORA (human) activation | CHO-K1 Gal4-RORA LBD luciferase reporter, luminescence; percent increase over mock-subtracted basal signal | 1.5% of 65,000 active | P35398 | activation, % at 10 µM | AID 560;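 active means activation above the mean of all tested compounds plus 3 SD, cut at about 49% in these data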;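 further: 0% = DMSO-treated RORA cells and 100% = added signal equal to DMSO minus mock-transfected cells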
Target sequence (P35398 whole entry, looked up, the tested form may be a part): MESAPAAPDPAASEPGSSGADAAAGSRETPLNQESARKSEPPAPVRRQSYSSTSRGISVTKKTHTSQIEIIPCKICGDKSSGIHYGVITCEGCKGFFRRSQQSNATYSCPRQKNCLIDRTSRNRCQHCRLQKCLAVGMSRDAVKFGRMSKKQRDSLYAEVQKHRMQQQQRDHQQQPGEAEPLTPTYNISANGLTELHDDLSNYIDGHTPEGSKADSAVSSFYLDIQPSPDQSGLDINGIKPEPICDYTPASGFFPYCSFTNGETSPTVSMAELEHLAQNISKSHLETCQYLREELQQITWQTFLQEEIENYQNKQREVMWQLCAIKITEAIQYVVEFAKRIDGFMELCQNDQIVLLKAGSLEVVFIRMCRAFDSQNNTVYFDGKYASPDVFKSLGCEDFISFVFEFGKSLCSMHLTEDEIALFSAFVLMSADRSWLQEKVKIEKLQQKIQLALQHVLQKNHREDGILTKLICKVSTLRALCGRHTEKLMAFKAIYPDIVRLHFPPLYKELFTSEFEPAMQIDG
5HT1a ag – activates the human 5-HT1a serotonin receptor; CHO 5-HT1a Ga15 NFAT-bla reporter, FRET ratio; 0% basal, 100% maximal reference agonist; activation, % at 10 µM; 0.56% of 65,000 active; AID 567;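 active means activation above the screen-wide mean activation plus 3 SD, cut at about 19% in these data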;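 further: 0% = DMSO wells and 100% = 5-CT at EC100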
SF1 activator – SF-1 (human) activation; 1.9% of 65,000 active; CHO-K1 Gal4-SF-1 LBD luciferase reporter; % increase over DMSO SF-1-specific signal; Q13285; activation, % at 10 µM;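 active means activation above the mean activation of all tested compounds plus 3 SD, cut at about 50% in these data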
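Assay system: CHO-K1 cells co-transfected with Gal4 DBD–human SF-1 LBD, 5xGal4 luciferase reporter / Input: 4,000 cells per well / Incubation: 20 h compound exposure at 37 °C after 1 h cell settling / Detection: SteadyLite luciferase luminescence / Control set: DMSO negative control and −SF1 background wells / Replication: one test per compound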
HTR1E antagonist – 5-HT1E (human) receptor antagonism. inhibition, % at 6 µM. CHO 5-HT1E Ga15 NFAT-bla reporter, FRET, antagonist. 0.99% of 65,000 active. P28566;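 active means inhibition above a set limit, the mean inhibition across every tested compound plus 3 SD, cut at about 29% in these data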;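 further: signal is the 460 over 535 nm emission ratio of beta-lactamase substrate; 0% = agonist plus DMSO wells and 100% = wells without agonist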
Target sequence (P28566 whole entry, looked up): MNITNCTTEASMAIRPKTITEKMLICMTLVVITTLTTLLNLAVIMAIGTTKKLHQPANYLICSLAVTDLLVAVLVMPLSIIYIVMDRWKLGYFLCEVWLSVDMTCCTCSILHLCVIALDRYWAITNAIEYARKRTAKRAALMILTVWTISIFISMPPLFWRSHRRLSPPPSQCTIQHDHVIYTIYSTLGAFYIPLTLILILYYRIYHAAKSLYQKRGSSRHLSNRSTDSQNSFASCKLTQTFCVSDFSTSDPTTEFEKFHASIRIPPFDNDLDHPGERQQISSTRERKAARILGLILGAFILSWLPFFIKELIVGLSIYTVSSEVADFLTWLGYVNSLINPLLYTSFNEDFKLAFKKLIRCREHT
5HT1E ag – activates the human 5-HT1E serotonin receptor | P28566 | CHO 5-HT1E Ga15 NFAT-bla reporter, FRET; 0% DMSO wells, 100% control agonist wells | activation, % at 6 µM | 0.69% of 65,000 active;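 active means activation above a set limit, the screen-wide mean activation plus 3 SD, cut at about 8.5% in these data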;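 further: 100% = positive control agonist at 1 µM giving full maximal response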
5-HT1A blocker – 5-HT1a (human) receptor antagonism; inhibition, % at 10 µM; 0.68% of 62,000 active; CHO 5-HT1a Ga15 NFAT-bla reporter, antagonist mode; AID 612; P08908;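 active means inhibition above the mean of all tested compounds plus 3 SD, cut at about 43% in these data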;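 further: receptor stimulated by 5-CT agonist at 100 nM near EC80; beta-lactamase reporter measured by ratiometric fluorescence of a cleavable substrate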
NADH coupling – inhibitors of enzymes used to reach an NAD/NADH endpoint; coupled PK/LDH NADH assays, four targets; IC50, µM (series often up to 10 µM), inactives show at the top dose inhibition; 0.02% of 65,000 active;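 active means single-dose screening hits from any of four coupled enzyme assays that gave an IC50 when retested across doses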;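 further: the DPM-DC format reads NADH fluorescence rather than 340 nm absorbance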
Ecoli tolC – blocks growth of E. coli BW25113 tolC mutant. OD615. growth inhibition, % at 10 µM (by protocol). 2.2% of 65,000 active;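 active means growth inhibition at or above a cutoff equal to the mean over every tested compound plus 3 SD, cut at about 60% in these data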;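 further: growth measured after 20 h incubation at 37 °C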
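Assay system: tolC-deleted E. coli BW25113. Medium: kanamycin-containing LB broth (50 µg/mL). Dosing: 10 µM final, single dose. Timing: bacterial growth with compound for 20 h at 37 °C. Detection: A615 absorbance measurement. Read-out basis: growth inhibition in percent.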
MMP13 inh – MMP13 (human) collagenase inhibition; AID 570; P45452; 0.07% of 65,000 active; MMP-13 fTHP FRET cleavage, Mca fluorescence; inhibition, % at 4 µM;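 active means inhibition above the mean of compound-free control plate wells plus 3 SD, cut at about 14% in these data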;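 further: 0% = DMSO wells and 100% = wells with reference MMP-13 inhibitor after basal subtraction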
* marks the source's active call; other numbers are inactive results; · = not tested or not shown; [ ] = remark or other dose.

SMILES | RORa activator | 5HT1a ag | SF1 activator | HTR1E antagonist | 5HT1E ag | 5-HT1A blocker | NADH coupling | Ecoli tolC | MMP13 inh
COc1ccccc1NS(=O)(=O)c1ccccc1C#N | -1 | -1.7 | -10 | 3 | 0.5 | -1 | 4% | -14 | 0
COCC(C)NC(=O)COc1ccc(Cl)cc1Cl (centres undefined) | 0 | -1.9 | -8 | 1 | -0.2 | -9 | 6% | -4 | 5
Cc1cccc(NC(=O)C2CCCN(S(=O)(=O)c3cccc4nsnc34)C2)n1 (centres undefined) | -4 | 2.6 | -6 | 3 | 0.7 | -6 | 8% | 38 | -5
O=C(CSc1ccccc1C(=O)O)Nc1cccc(C(=O)O)c1 | -11 | -1.1 | -4 | -9 | 0.3 | -3 | 11% | -16 | 1
CCN(CC)S(=O)(=O)c1ccc(Br)c(OC)c1 | 5 | 6.7 | -9 | 1 | 0.3 | 0 | 1% | 11 | 4
COc1ccccc1-n1c(SCC(=O)Nc2ccccc2C)nc(O)cc1=O | 8 | -3.1 | -4 | -12 | 1.5 | -25 | 5% | -6 | 5
Cc1cnc(NC(=O)C2CCCO2)s1 (centres undefined) | 17 | -1.9 | 24 | 4 | -0.1 | 4 | 4% | -15 | 8
CC(C)(O)C#Cc1ccccc1C(=O)NC(CC(N)=O)C(=O)O (centres undefined) | -13 | -0.4 | -6 | -7 | -0.1 | 2 | 8% | -26 | -3
COc1cccc(-c2cc(C(=O)NCCc3ccccc3)no2)c1 | -14 | 0.1 | 7 | 2 | 0.5 | -11 | 10% | -7 | 1
Nc1nonc1-c1nc2ccccc2n1Cc1ccc(F)cc1Cl | -5 | -3.4 | -20 | 18 | 0.3 | 63* | 2% | -13 | 2
C/C=C/c1ccc(OCCCNCC(C)O)c(OC)c1 (centres undefined) | -7 | -2.1 | -2 | 6 | 0.0 | 6 | 5% | -13 | -5
COc1cccc(-n2c(C)nnc2SCC(=O)Nc2ccccc2N2CCOCC2)c1 | -17 | -2.7 | 1 | -2 | -1.3 | 7 | 4% | -1 | 3
COc1ccc(NC(=O)Nc2ccc(OCC(=O)N3CCOCC3)cc2)cc1OC | 1 | 2.7 | 2 | -5 | -0.5 | -1 | 6% | -10 | 0
CN(C)CCCN1C(=O)C(=O)/C(=C(/O)c2ccc3c(c2)OCO3)C1c1ccccn1 (centres undefined) | 5 | -0.1 | 6 | -5 | -0.9 | 1 | 2% | -2 | 6
Cc1onc(-c2c(Cl)cccc2Cl)c1C(=O)Nc1ccc2c(c1)OCO2 | -4 | 0.6 | -12 | -4 | -0.1 | 2 | 15% | 26 | -3
CC(=O)c1c(C)n(C)c2ccc(OC(=O)c3ccco3)cc12 | -14 | -0.7 | 14 | -7 | -0.1 | 7 | 3% | 3 | 2
Cc1ccc(-n2ncc3c(=O)[nH]cnc32)c(C)c1 | 9 | -0.3 | 7 | 13 | -0.5 | 2 | 6% | -6 | 1
Cc1ccc2nc(/C(C#N)=N/O)[nH]c2c1 | -7 | 5.5 | 10 | -7 | -0.7 | -55 | 3% | -14 | 0
Cc1cccc(N2CCN(C(=O)C3CCN(S(=O)(=O)c4cccc5nsnc45)CC3)CC2C)c1 (centres undefined) | 11 | 3.9 | 24 | 7 | -0.4 | 26 | 4% | 16 | 2
O=C(c1n[nH]c(=O)c2ccccc12)N1CCN(c2ccc(F)cc2)CC1 | 10 | -0.9 | -4 | 2 | -0.5 | -9 | 6% | -1 | -2
CCC(C(=O)NC(C)CCc1ccccc1)n1nc(C)n2c(cc3occc32)c1=O (centres undefined) | -17 | -0.6 | 9 | -9 | -0.8 | -1 | 5% | 31 | -9
COc1ccc(-c2nc(C#N)c(NCc3ccccc3Cl)o2)cc1OC | 8 | 3.7 | 40 | 22 | 0.1 | 16 | 13%[fluoresces] | 0 | -141[fluorescence artefact?]
CCOc1ccc(N2CC(O)Cn3c2nc2c3c(=O)n(CCCc3ccccc3)c(=O)n2C)cc1 (centres undefined) | 24 | 1.3 | 5 | -17 | 1.1 | -12 | 5% | -2 | 2
Cc1ccc(OCc2nnc(NC(=O)c3ccco3)s2)c(C)c1 | -12 | 1.7 | -3 | -23 | 0.1 | · | 3% | 11 | -1
CC1CCCCC1NC(=O)CSc1nnc(COc2ccccc2Cl)o1 (centres undefined) | -11 | -1.2 | -8 | -11 | -0.2 | 6 | 4% | 2 | 0
O=C(Nc1cccnc1)c1scc2c1OCCO2 | 4 | 0.8 | -1 | 5 | 0.8 | -8 | 4% | 11 | 0
C=CCn1c(CNC(=O)c2ccccc2C)nnc1SCC(=O)NC1CCCC1 | 1 | 0.8 | -6 | -2 | 0.4 | -5 | 1% | -18 | 0
C(=N\n1cnnc1)/c1ccc(N2CCOCC2)cc1 | -10 | -4.8 | -12 | 6 | -0.6 | 3 | 8% | -17 | -7
COC(=O)c1[nH]c2ccc(Cl)cc2c1NC(=O)CN1CCC(C(N)=O)CC1 | 9 | 14 | 7 | 7 | -0.8 | 9 | 5% | -18 | -8
O=S1(=O)N=C(Oc2ccccc2)c2ccccc21 | -6 | -1.4 | 6 | -4 | 0.5 | -6 | 3% | -11 | 0
O=C(COc1ccc(Br)cc1CO)Nc1ccccc1F | 29 | 0.1 | 33 | 0 | 4.7 | 5 | 2% | 6 | 1
CCN(CCCNC(=O)C1CCCN(S(=O)(=O)CC)C1)c1cccc(C)c1 (centres undefined) | 1 | -1.3 | -1 | 1 | -0.2 | -5 | 5% | -6 | 2
CCCSC1=N/C(=C\c2ccsc2)C(=O)S1 | -9 | -2.8 | 6 | -9 | -0.2 | 0 | 3% | -12 | -4
COc1ccc(OC)c(N=Cc2c(O)[nH]c3ccccc23)c1 | -14 | 0.7 | 0 | 40* | 1.3 | 16 | 4% | -11 | 1
Cc1onc(-c2ccccc2Cl)c1C(=O)Nc1cccc(-c2nc3ncccn3c2C)c1 | 10 | -0.1 | 12 | 11 | -0.4 | -24 | 6%[fluoresces] | 8 | -352[fluorescence artefact?]
N#Cc1c(N)nc2c(c1N)CC(=O)N2c1ccccc1-c1ccccc1 | 2 | 0.5 | 16 | 14 | -0.5 | -4 | 5% | -9 | 0
O=C(NCc1cccs1)c1cccc(N2CCCC2=O)c1 | -4 | 14 | 6 | -3 | 0.5 | -1 | 3% | -1 | -5
O=C(c1ccco1)N1CCN(C(=O)C2CCN(S(=O)(=O)Cc3ccccc3)CC2)CC1 | 0 | -2.3 | 2 | 2 | -0.7 | -1 | 6% | -9 | 1
COc1ccc(-n2c(C)nc3c(cnn3-c3ccccc3)c2=O)cc1 | -4 | -0.9 | 7 | 3 | -1.2 | 9 | 3% | 5 | -4
COc1ccc(S(=O)(=O)Nc2ccccc2C(=O)NCc2ccco2)cc1 | 0 | -0.6 | -11 | 5 | -0.1 | -6 | 8%[fluoresces] | 8 | -8
O=C(Nc1cnc2sccn2c1=O)c1ccccc1Cl | 29 | -0.3 | 52* | -5 | 0.4 | -6 | 5% | -5 | 6
COc1ccccc1N1CCN(C(=O)c2c(-c3ccccc3)noc2C)CC1 | 34 | -0.7 | 28 | 9 | 0.3 | -6 | 4% | -6 | 0
COc1cc(C(=O)Nc2ccc3c(c2)OCCO3)ccc1OC(F)F | 76* | -2.9 | 64* | 10 | -0.5 | 8 | 8% | 4 | 2
CC(C)CN(CC(C)C)C(=O)C12CCC(C)(C(=O)C1)C2(C)C (centres undefined) | -6 | -0.6 | -14 | 1 | -0.8 | 0 | 2% | 1 | 2
CCOC(=O)[C@H](CCc1ccccc1)N[C@@H](C)C(=O)N1CCC[C@H]1C(=O)O | -7 | -0.9 | -3 | 10 | -0.6 | · | 4% | 8 | -7
O=C(Nc1cccc(C(F)(F)F)c1)c1cccnc1 | 17 | -0.4 | 10 | 2 | -1.1 | -4 | 6% | -6 | -3
COCCNC(=O)CSCc1nc(-c2ccc(SC)cc2)oc1C | -89 | -0.1 | -90 | 9 | -0.4 | 6 | 8% | 1 | -12
O=C(Nc1ccon1)c1csc2ccccc12 | 3 | -7.8 | 28 | -2 | -0.6 | 17 | 10% | 4 | 0
CC(C)Cc1cc(C(=O)N2CCN(c3ccc(F)cc3)CC2)no1 | -15 | 1.0 | 1 | -1 | 0.0 | -16 | 8% | 31 | 0
COC(=O)CSc1nc2ccccc2o1 | -16 | 0.0 | -13 | -4 | 0.4 | -1 | 4% | -9 | 5

More compounds
SMILES | RORa activator | 5HT1a ag | SF1 activator | HTR1E antagonist | 5HT1E ag | 5-HT1A blocker | NADH coupling | Ecoli tolC | MMP13 inh
Cn1cccc1Cc1nnc(SCC(=O)N2CCCC2)n1CCc1ccccc1 | 18 | -1.8 | -6 | 3 | -0.7 | -2 | 2% | -7 | 0
CC(C)(C)NC(=O)CSc1nnc(-c2ccncc2)n1Cc1ccccc1 | -8 | 1.2 | -4 | -12 | 1.0 | -2 | 7% | -25 | -5
CC(C)CC(NC(N)=O)C(=O)OCC(=O)NC(=O)NC1CCCC1 (centres undefined) | -6 | -0.9 | 0 | -1 | 0.6 | -19 | 5% | -8 | -6
N#Cc1cnn(-c2ccccc2)c1N | -3 | 0.2 | -9 | 0 | 0.0 | 6 | 6% | -8 | 3

Of the compounds above, these contain a Cl atom.
SMILES | RORa activator | 5HT1a ag | SF1 activator | HTR1E antagonist | 5HT1E ag | 5-HT1A blocker | NADH coupling | Ecoli tolC | MMP13 inh
COCC(C)NC(=O)COc1ccc(Cl)cc1Cl (centres undefined) | 0 | -1.9 | -8 | 1 | -0.2 | -9 | 6% | -4 | 5
Nc1nonc1-c1nc2ccccc2n1Cc1ccc(F)cc1Cl | -5 | -3.4 | -20 | 18 | 0.3 | 63* | 2% | -13 | 2
Cc1onc(-c2c(Cl)cccc2Cl)c1C(=O)Nc1ccc2c(c1)OCO2 | -4 | 0.6 | -12 | -4 | -0.1 | 2 | 15% | 26 | -3
COc1ccc(-c2nc(C#N)c(NCc3ccccc3Cl)o2)cc1OC | 8 | 3.7 | 40 | 22 | 0.1 | 16 | 13%[fluoresces] | 0 | -141[fluorescence artefact?]
CC1CCCCC1NC(=O)CSc1nnc(COc2ccccc2Cl)o1 (centres undefined) | -11 | -1.2 | -8 | -11 | -0.2 | 6 | 4% | 2 | 0
COC(=O)c1[nH]c2ccc(Cl)cc2c1NC(=O)CN1CCC(C(N)=O)CC1 | 9 | 14 | 7 | 7 | -0.8 | 9 | 5% | -18 | -8
Cc1onc(-c2ccccc2Cl)c1C(=O)Nc1cccc(-c2nc3ncccn3c2C)c1 | 10 | -0.1 | 12 | 11 | -0.4 | -24 | 6%[fluoresces] | 8 | -352[fluorescence artefact?]
O=C(Nc1cnc2sccn2c1=O)c1ccccc1Cl | 29 | -0.3 | 52* | -5 | 0.4 | -6 | 5% | -5 | 6
